SENP6 block: SENP6 protease inhibitors, primary screen, biochemical, luminescence, uHTS. Sentrin-specific protease 6 (Homo sapiens), Q9GZR1. Recombinant SENP6 catalytic domain, aminoluciferin luminescence. 330,000 tested, 1.8% active. inhibition, % at 10 µM. AID 2599, 2010;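 active = inhibition above about 50% at the single tested dose, limit read from the data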;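 note: plate controls were DMSO wells with enzyme for no effect and DMSO wells lacking enzyme for full effect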
GRIN3A LBD mod: binders of NR3A ligand-binding domain, primary screen, biophysical, differential scanning fluorimetry, uHTS | Glutamate receptor ionotropic, NMDA 3A (GRIN3A) ligand-binding domain | NR3A LBD differential scanning fluorimetry, Tm shift; 0% = protein alone, 100% = glycine-bound protein | Tm shift relative to glycine control, % at 25 µM | 340,000 tested, 2.5% active | AID 1259313, 2017;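 active = melting temperature shift of at least 10% of the positive control shift, at one fixed dose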
SENP7 inh: SENP7 protease inhibitors, primary screen, biochemical, luminescence, uHTS | recombinant SENP7, Z-RLRGG-aminoluciferin luminescence, 40 min | inhibition, % at 5 µM | 330,000 tested, 1.5% active | AID 434973, 2010;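 active = inhibition above about 50% at the single test dose, limit read from the data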;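 note: plate controls were DMSO with enzyme for no effect and no enzyme buffer wells for full effect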
Target sequence (Q9BQF6 706-1050 limits assumed): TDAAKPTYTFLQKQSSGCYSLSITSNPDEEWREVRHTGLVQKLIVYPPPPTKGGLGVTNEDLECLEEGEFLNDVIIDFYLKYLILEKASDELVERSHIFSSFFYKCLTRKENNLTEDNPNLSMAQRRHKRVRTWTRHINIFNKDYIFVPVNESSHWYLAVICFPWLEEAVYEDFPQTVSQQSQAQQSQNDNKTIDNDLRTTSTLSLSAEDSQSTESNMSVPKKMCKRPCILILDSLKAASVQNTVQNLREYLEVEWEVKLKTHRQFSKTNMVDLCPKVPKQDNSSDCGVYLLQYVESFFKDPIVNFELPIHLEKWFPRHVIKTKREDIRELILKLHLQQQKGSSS
SENP8 block: human SENP8 protease inhibitors, primary screen, biochemical, fluorescence, Nedd8 protein substrate, uHTS; 360,000 tested, 0.64% active; recombinant SENP8; inhibition, % at 20 µM; in the data active = inhibition mostly above about 40%, no sharp cut-off; inactive = mostly below about 27%
Target sequence (Q96LD8 whole entry, looked up): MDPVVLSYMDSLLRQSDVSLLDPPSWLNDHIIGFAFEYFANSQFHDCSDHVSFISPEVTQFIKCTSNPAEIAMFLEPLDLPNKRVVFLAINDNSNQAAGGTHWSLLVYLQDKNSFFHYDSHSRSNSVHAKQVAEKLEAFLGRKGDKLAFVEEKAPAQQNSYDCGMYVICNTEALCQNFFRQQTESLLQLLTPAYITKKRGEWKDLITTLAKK
ATG4B inh: ATG4B protease inhibitors, primary screen, biochemical, fluorescence, uHTS. 340,000 tested, 0.51% active. ATG4B cleavage of LC3-PLA2, NBD-HPC fluorescence, 1 h. AID 504462, 2011. inhibition, % at 8.33 µM. Cysteine protease ATG4B (Homo sapiens), Q9Y4P1; in the data active = inhibition above about 40%
Target sequence (Q9Y4P1 whole entry, looked up): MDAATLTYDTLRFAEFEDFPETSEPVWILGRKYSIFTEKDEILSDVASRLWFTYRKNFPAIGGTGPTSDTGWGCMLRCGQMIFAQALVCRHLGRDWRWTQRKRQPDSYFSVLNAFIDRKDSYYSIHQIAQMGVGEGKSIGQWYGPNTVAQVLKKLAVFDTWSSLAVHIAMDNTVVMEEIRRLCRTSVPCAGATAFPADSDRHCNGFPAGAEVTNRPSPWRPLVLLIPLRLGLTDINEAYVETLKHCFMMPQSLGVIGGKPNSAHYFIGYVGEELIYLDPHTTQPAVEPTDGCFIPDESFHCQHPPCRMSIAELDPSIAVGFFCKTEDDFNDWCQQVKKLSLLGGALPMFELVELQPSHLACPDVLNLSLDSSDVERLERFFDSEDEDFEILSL
MPTP inh: mitochondrial permeability transition pore inhibitors, primary screen, biochemical, isolated mouse mitochondria, absorbance; Ca2+ swelling absorbance, 30 min; inhibition, % at 10 µM; 360,000 tested, 1.4% active;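 active = inhibition of 50% or more, scaled per plate between neutral and stimulator controls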;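 note: 0% = DMSO wells given calcium and 100% = 1 mM EGTA wells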
PfGluPho inh: PfG6PD enzyme inhibitors, primary screen, biochemical, fluorescence intensity, uHTS | glucose-6-phosphate dehydrogenase-6-phosphogluconolactonase (Plasmodium falciparum 3D7) | PfGluPho enzyme, NADPH resazurin-diaphorase fluorescence | inhibition, % at 20 µM | 350,000 tested, 0.78% active | AID 504690, 2011;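 active = inhibition reaching at least a set limit at 20 µM in the primary screen, cut at about 59% in these data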;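 note: 0% = DMSO wells with substrate and 100% = DMSO wells lacking glucose-6-phosphate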
HKDC1 inhibitor: HKDC1 hexokinase inhibitors, primary screen, biochemical, fluorescence, uHTS. Q2TB90. recombinant HKDC1, G6PDH/diaphorase resazurin coupled fluorescence. inhibition, % at 20 µM. 340,000 tested, 0.16% active;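 active = inhibition above about 35% when tested at 20 µM, limit read from the data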;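 note: plate controls were DMSO wells with enzyme for no effect and DMSO wells lacking enzyme for full effect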
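Incubation: 90 min at room temperature in dark / Material: recombinant HKDC1 (HK5) hexokinase enzyme, produced in-house / Quantity: enzyme 5 µg/mL final / Compound: one dose of 20 µM, 1% DMSO / Reagent: glucose and ATP substrates / Buffer or medium: Tris pH 8.0 buffer with MgCl2, Tween-20, BSA, BME / Technique: resorufin fluorescence at 613 nm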
* marks the source's active call; other numbers are inactive results; x = not tested or not shown.

(1) O=C(NCc1cccs1)c1ccc(N2CCCCC2)nc1
(2) CSCC(NS(=O)(=O)c1ccc(C)cc1)C(=O)O (stereo not drawn)
(3) COC(=O)c1sc2cc([N+](=O)[O-])cc(SCC(C)C)c2c1N
(4) O=C(CCNS(=O)(=O)c1cccs1)NCc1ccccc1
(5) COc1cccc(NC(=O)C2CC(=O)N(Cc3ccco3)C2)c1 (stereo not drawn)
(6) Cc1ccccc1NS(=O)(=O)c1ccc(C(=O)N2CCN(c3ccccc3O)CC2)cc1

entry no.,1,2,3,4,5,6
MPTP inh,-1.0,-0.4,-0.5,2.3,-1.0,1.1
GRIN3A LBD mod,-1.1,-0.5,-7.2,-15.4,0.5,-6.1
HKDC1 inhibitor,-9.4,-2.5,10.7,-13.3,2.6,13.3
ATG4B inh,-12.4,-4.3,-1.8,6.3,8.1,1.5
SENP7 inh,-20.0,1.4,-7.1,-14.6,-9.9,2.2
SENP8 block,-12.9,2.5,18.3,6.9,6.6,10.8
PfGluPho inh,-8.7,23.9,-13.8,-13.6,-14.4,20.2
SENP6 block,-6.7,-7.0,-1.2,-15.7,-5.9,2.0

(7) CCc1nn2c(=O)c(S(=O)(=O)Nc3ccc(C(C)C)cc3)c(C)nc2s1
(8) COc1ccccc1N1CCN(C(=O)c2ccc(N3CCCC3=O)cc2)CC1
(9) Cc1cc(C)cc(NC(=O)Nc2ccc(-n3ccc(C(F)(F)F)n3)cc2)c1
(10) CCOCCCNC(=O)CN1C(=O)/C(=C\c2ccc(C)cc2)Sc2ccccc21
(11) CCC(C(=O)OCC(=O)c1c(N)n(CC(C)C)c(=O)n(C)c1=O)c1ccccc1 (stereo not drawn)
(12) COCCn1c(SCc2ccc(C)cc2)nc2c1c(=O)[nH]c(=O)n2C

entry no.,7,8,9,10,11,12
MPTP inh,-1.0,1.3,87.2*,2.5,2.3,2.1
GRIN3A LBD mod,4.2,0.6,17.1*,6.9,1.0,-0.4
HKDC1 inhibitor,-2.7,-9.3,-2.9,-7.5,0.1,-3.5
ATG4B inh,-17.5,-0.6,31.8,0.9,-2.9,-6.3
SENP7 inh,-13.2,5.1,4.4,9.1,5.5,0.1
SENP8 block,23.0,13.3,6.9,-4.6,-4.2,9.8
PfGluPho inh,7.3,-14.8,3.6,2.6,22.9,12.8
SENP6 block,-8.4,10.6,-6.9,-4.5,-2.5,-2.7

Part of the list above in order of count of non-hydrogen atoms, low to high:
(12) COCCn1c(SCc2ccc(C)cc2)nc2c1c(=O)[nH]c(=O)n2C
(9) Cc1cc(C)cc(NC(=O)Nc2ccc(-n3ccc(C(F)(F)F)n3)cc2)c1
(11) CCC(C(=O)OCC(=O)c1c(N)n(CC(C)C)c(=O)n(C)c1=O)c1ccccc1 (stereo not drawn)

entry no.,12,9,11
MPTP inh,2.1,87.2*,2.3
GRIN3A LBD mod,-0.4,17.1*,1.0
HKDC1 inhibitor,-3.5,-2.9,0.1
ATG4B inh,-6.3,31.8,-2.9
SENP7 inh,0.1,4.4,5.5
SENP8 block,9.8,6.9,-4.2
PfGluPho inh,12.8,3.6,22.9
SENP6 block,-2.7,-6.9,-2.5

Other records:
(13) CC(C)n1nccc1N(Cc1ccc(Br)cc1)S(=O)(=O)c1ccccc1
(14) Cc1noc(C)c1COC(=O)C1CCN(C(=O)c2ccc(Cl)cc2)CC1
(15) C=CC(O)(C#CCN(CC)CC)c1ccccc1 (stereo not drawn)
(16) COc1ccccc1NC(=O)C1CCCN(S(=O)(=O)c2cccc3nsnc23)C1 (stereo not drawn)
(17) CCN(CC(=O)Nc1ccccc1C(F)(F)F)C(=O)c1ccccc1OCc1ccc(F)cc1
(18) O=C(NNC(=O)c1ccccc1Cl)c1csc(N2CCOCC2)n1

entry no.,13,14,15,16,17,18
MPTP inh,1.3,-0.3,0.6,-3.2,1.8,-0.2
GRIN3A LBD mod,-1.2,-1.7,-2.8,-4.0,0.2,-0.4
HKDC1 inhibitor,-0.9,-5.1,0.6,-0.3,-3.2,-4.8
ATG4B inh,-3.3,-0.9,-4.8,-3.7,-0.5,-3.1
SENP7 inh,1.1,3.1,0.4,-0.9,x,-2.7
SENP8 block,7.4,9.3,8.7,16.6,6.1,4.1
PfGluPho inh,11.6,3.2,-3.1,-17.2,3.1,1.5
SENP6 block,-13.9,-4.4,2.1,-25.2,x,-4.7

(19) Cc1cc(N2CCCCC2)nc2ccc(NC(=O)CCC(=O)NCCC(C)C)cc12
(20) Cc1ccc(SCC(=O)NCCSC(C)(C)C)cc1
(21) CC(C)CNC(=O)c1ccccc1NC(=O)CN(c1ccc2c(c1)OCCO2)S(C)(=O)=O
(22) O=[N+]([O-])c1cnc2ccccn12
(23) Cc1occc1C(=O)N1CCC2(CCCN(Cc3ccc(F)c(F)c3)C2)C1 (stereo not drawn)
(24) COc1ccc(CCNC(=O)C2CCCN2C(=O)Nc2ccccc2)cc1OC (stereo not drawn)

entry no.,19,20,21,22,23,24
MPTP inh,1.8,2.7,0.8,1.3,1.1,0.0
GRIN3A LBD mod,0.6,-0.8,-0.9,0.9,-1.6,-1.0
HKDC1 inhibitor,9.4,4.3,-4.0,3.8,-7.7,-3.4
ATG4B inh,-22.3,0.2,2.6,-0.5,-1.0,-2.4
SENP7 inh,7.9,12.3,6.3,0.9,3.6,-7.8
SENP8 block,-304.8,26.7,-2.2,11.6,-2.4,4.1
PfGluPho inh,11.8,-4.2,-2.7,7.5,-0.8,2.5
SENP6 block,7.6,-10.5,3.8,-1.5,-2.6,-9.6

(25) Cc1cccc(NC(=O)CSc2nnc(CSc3nc(C)cc(C)n3)n2Cc2ccco2)c1
(26) COCCCNCc1cc(C)n(-c2cc(S(=O)(=O)N3CCOCC3)ccc2N2CCCC2)c1C
(27) COCCN(Cc1cc2cc(C)ccc2nc1Cl)C(=O)Nc1ccccc1C
(28) O=C(NC1CCCCC1)N1CCCc2ccccc21
(29) COc1ccc(NC(=O)C(NC(=O)Cc2cccs2)c2ccc(C)cc2)cc1 (stereo not drawn)
(30) COc1ccc(/C=C2\SC(=S)N(CCC(=O)NCCCn3ccnc3)C2=O)cc1

entry no.,25,26,27,28,29,30
MPTP inh,0.4,-3.9,2.4,1.1,2.8,1.2
GRIN3A LBD mod,0.7,-1.6,-3.9,-1.7,-0.1,2.3
HKDC1 inhibitor,1.1,3.5,6.7,-12.1,-2.6,6.3
ATG4B inh,-21.9,4.1,-3.8,-5.2,-8.2,-7.3
SENP7 inh,5.3,x,2.6,3.5,9.2,9.3
SENP8 block,21.0,14.0,11.8,9.4,2.8,19.7
PfGluPho inh,-7.9,1.1,-17.1,-17.7,-5.4,-11.9
SENP6 block,-9.5,x,-7.9,8.7,6.8,-10.4

One compound at a time, as listed above:
COCCN(Cc1cc2cc(C)ccc2nc1Cl)C(=O)Nc1ccccc1C in the list: MPTP inh = 2.4; GRIN3A LBD mod = -3.9; HKDC1 inhibitor = 6.7; ATG4B inh = -3.8; SENP7 inh = 2.6; SENP8 block = 11.8; PfGluPho inh = -17.1; SENP6 block = -7.9
Cc1cccc(NC(=O)CSc2nnc(CSc3nc(C)cc(C)n3)n2Cc2ccco2)c1 in the list: MPTP inh = 0.4; GRIN3A LBD mod = 0.7; HKDC1 inhibitor = 1.1; ATG4B inh = -21.9; SENP7 inh = 5.3; SENP8 block = 21.0; PfGluPho inh = -7.9; SENP6 block = -9.5

Going on with the list:
(31) COc1cccc(NS(=O)(=O)c2c(C)n(C)c(=O)n(C)c2=O)c1
(32) CCN1CCCC1CN(Cc1cc2ccc(C)cc2[nH]c1=O)C(=S)Nc1ccc(OC)cc1 (stereo not drawn)
(33) CCN(CC)CCNC(=O)C1(O)c2cc(Br)ccc2NC(=O)N1c1c(F)cccc1F (stereo not drawn)
(34) CN(Cc1ccccc1)C(=O)c1ccc(NC(=O)C2CCN(C(=O)OC(C)(C)C)CC2)cc1
(35) O=C(COC(=O)CC1CC2CCC1C2)Nc1ccc(F)cc1 (stereo not drawn)
(36) O=C(Nc1cccc(S(=O)(=O)N2CCCC2)c1)c1ccco1

entry no.,31,32,33,34,35,36
MPTP inh,0.5,-1.8,2.8,29.3,4.3,-0.3
GRIN3A LBD mod,3.4,-1.1,1.2,-2.7,-0.3,1.0
HKDC1 inhibitor,4.8,-0.9,-1.1,0.7,-1.5,0.9
ATG4B inh,-1.9,6.4,-3.6,-12.8,-8.4,4.3
SENP7 inh,-1.9,-2.4,3.2,-2.6,-3.6,-1.5
SENP8 block,16.3,-23.2,7.5,21.2,7.9,19.3
PfGluPho inh,-20.5,7.8,3.8,15.2,6.5,-5.9
SENP6 block,4.5,-11.0,12.8,1.8,-1.4,-23.8

(37) CCOC(=O)C1CCN(c2cc3c(cc2NC(=O)c2ccccc2F)n(C)c(=O)n3C)CC1
(38) COc1cc(C2N3CC4(C)CN2CC(C)(C3)C4)ccc1O (stereo not drawn)
(39) O=C(CN(C(=O)CCC(=O)Nc1ccccn1)c1ccc2c(c1)OCO2)NCc1ccco1
(40) Cc1onc(-c2ccccc2Cl)c1C(N)=O
(41) C(=C\CSc1nnnn1-c1ccccc1)/CSc1nnnn1-c1ccccc1
(42) COC(=O)c1ccc(/C=C2/SC(=S)N(CCC(=O)N3CCOCC3)C2=O)cc1

entry no.,37,38,39,40,41,42
MPTP inh,0.9,0.3,-0.6,-1.6,7.4,-1.7
GRIN3A LBD mod,-3.4,1.1,-4.2,-3.8,-0.1,-0.4
HKDC1 inhibitor,15.2,3.6,-4.2,-2.9,1.6,-4.5
ATG4B inh,1.2,3.8,0.0,-9.5,6.0,-0.6
SENP7 inh,8.6,-11.6,0.0,-1.1,-2.9,3.3
SENP8 block,-369.2,-4.1,19.7,24.0,7.5,11.5
PfGluPho inh,24.6,-17.7,-0.3,-4.1,-1.4,-0.1
SENP6 block,-12.8,3.6,13.6,10.8,1.5,-3.6

(43) COc1ccc(CNC(=O)CN2C(=O)NC3(CCCCCC3)C2=O)cc1
(44) Cc1cc(CSc2ccccc2)ccc1NC(=O)c1ccc(C)c([N+](=O)[O-])c1
(45) CC(OC(=O)C1CCCCC1)C(=O)Nc1cccc([N+](=O)[O-])c1 (stereo not drawn)
(46) COc1ccc(CN2CCN(C(C)C)C(CCO)C2)cc1Cn1cccn1 (stereo not drawn)
(47) COc1ccc(/C=C2\Oc3cc(OCC(=O)N4CCC[C@H]4C(=O)O)ccc3C2=O)cc1OC
(48) Cc1nc(CSc2ccc(Br)cc2)cs1
(49) Cc1ccc(C(=O)/C=C/NNC(=O)c2ccccc2O)cc1

entry no.,43,44,45,46,47,48,49
MPTP inh,-2.1,14.7,0.3,-2.0,-0.6,-0.6,1.6
GRIN3A LBD mod,0.2,-4.0,1.4,-1.1,0.8,0.6,-1.6
HKDC1 inhibitor,-5.1,15.9,0.2,-6.6,-0.3,-1.9,-15.1
ATG4B inh,-1.6,-3.3,3.1,5.1,-20.3,3.8,6.9
SENP7 inh,-2.3,-10.5,6.9,10.2,7.1,3.9,-0.7
SENP8 block,4.9,5.8,5.4,21.4,-187.2,8.9,-16.7
PfGluPho inh,4.6,1.2,0.1,-31.7,7.3,9.9,5.8
SENP6 block,0.0,5.2,-7.3,1.9,-8.9,18.8,17.3
